# Source: PubChem BioAssay
# CFTR F508del cor: CFTR F508del correction in bronchial cells | CFBE cells, YFP halide quenching; stimulated with forskolin plus potentiator P3; % fluorescence drop versus neutral controls | activity (quench increase), % at 7.58 µM | hit rate 0.36% among 350,000;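 active = mean added fluorescence quench of at least 8% versus neutral control, with both replicates also reaching 8%; inconclusive = only one of the mean or replicate conditions met; inactive = mean below 8% and not both replicates reaching 8%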;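 also: cells transiently co-express mutant CFTR-F508del with the halide-sensitive YFP; corrector assay measuring rescue of mutant channel to the surface after 24 h compound exposure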
# GSIS activator: GLuc luminescence reporter in INS-1E cells, primary screen for activators of glucose-dependent secretion of insulin; AID 743287; activation, % at 16.6 µM; hit rate 0.61% among 370,000; INS-1E GLuc reporter insulin secretion, 2-3 h;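 active = lowest replicate activation of at least 40%, so every replicate reaches that level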;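 also: 0% = median of neutral control wells and 100% = median of IBMX positive control wells; some compounds called inactive have numbers as strong as hits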
# DENV2 CPE rescue: inhibitors of DENV2 cytopathic effect; DENV2-infected cells, cytopathic effect rescue, plate reader; CPE inhibition, % at 9.99 µM; hit rate 1.7% among 350,000; in the data active = CPE inhibition above about 20%, passing the limit was not always enough; inconclusive = no clear call, values can overlap the other calls; tested in BHK-21 cells;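 also: 0% = median of neutral control wells and 100% = median of positive control wells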
# FN deposit inh: fibronectin deposition inhibition. AH1F fibroblasts, Alexa488-fibronectin deposition fluorescence, overnight. inhibition, % at 12.6 µM. hit rate 0.086% among 350,000. AID 743247;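 active = mean inhibition across replicates of 30% or more, regardless of how many single replicates reach that level; inconclusive = mean under 30% yet at least half of replicates reach 30%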;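 also: positive control wells lacked labelled fibronectin entirely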
#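 Material: AH1F fibroblasts assembling fluorescent fibronectin matrix; amount: 10000 AH1F cells/well; medium: DMEM, 2% serum; reagent: Alexa488-fibronectin, 24 nM final in well; dosing: single compound dose, delivered by pin transfer; incubation: 1 h adhesion, overnight exposure; detection: fluorescence after three HBSS washes, excitation 485 nm, emission 525 nm; measure: fibronectin deposition inhibition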
# miR122 inh: blocks miR-122 activity in Huh7 sensor cells | hit rate 0.3% among 340,000 | Huh7 miR-122 Renilla luciferase sensor, 48 h; neutral wells = 0, positive control = 100 | activation (reporter increase), % at 12.5 µM | AID 602342;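 active = mean replicate activation score at least 90 and every replicate individually at or above 90; inconclusive = only one of the two criteria met; inactive = neither criterion met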;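 also: higher luciferase means less miR-122 activity so hits act as miR-122 inhibitors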
# PAX8 inh HTS: lowers PAX8-driven luciferase in RMG-I cells. RMG-I TPO-luciferase reporter, SteadyGlo, 24 h. hit rate 1.2% among 360,000. inhibition, % at 12.6 µM. AID 652154;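 active = mean replicate inhibition at least 60% with every replicate also reaching 60%; inconclusive = only one of the two criteria is met; inactive = mean below 60% and not all replicates reaching 60%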;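 also: luciferase light reporting Pax8 driven TPO promoter activity; plate controls were median of neutral control wells for no effect and mitoxantrone controls for full effect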
# EWS-Fli block: EWS/Fli transcriptional activity inhibition; A673 NR0B1-luciferase reporter, viability-normalised; inhibition, % at 12.6 µM; hit rate 0.67% among 350,000; AID 651661;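 active = mean inhibition of at least 50% after viability correction, with every replicate also passing that limit; inconclusive = mean reaches 50% but only one of two replicates passes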;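 also: firefly luciferase signal divided by Alamar Blue viability fluorescence both relative to DMSO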
# Numbers without * were called inactive; u = inconclusive; x = not tested or not shown; & = joins results of further samples; [ ] = dose if it differs, or a comment.
SMILES,CFTR F508del cor,GSIS activator,DENV2 CPE rescue,FN deposit inh,miR122 inh,PAX8 inh HTS,EWS-Fli block
CC(C)NC(=O)N(C)C[C@H]1Oc2ccc(NC(=O)Nc3ccc(F)cc3)cc2CC(=O)N([C@@H](C)CO)C[C@@H]1C,2.4,22,5,x,4[16.7 µM],-10,-2
CC(C)(C)NC(=O)C(=O)N/N=C/c1ccc(F)cc1,-2.3,4,x,5,x,-18,-5
CC(C)N(C(=O)N1CCN(c2ccnc3cc(Cl)ccc23)CC1)C(C)C,-1.1,4,0,1,-4,17,7
CCOC(=O)Nc1cccc(NC(=O)c2ccccc2F)c1,-3.1,3,-2,5,1,-7,5
COc1ccc2c3c([nH]c2c1)[C@@H](CO)N(Cc1ccccc1F)CC31CCN(C)CC1,1.5,10,9,x,x,x,-2
CC(=O)N1c2ccc(S(=O)(=O)N3CCCCC3)cc2CC1C(=O)Nc1cccc(C)c1 (configuration not stated),-2.3,-29,-1,-9,3,0,10
Cc1ccc(S(=O)(=O)Nc2ccc3c(c2)C(=O)N([C@@H](C)CO)C[C@@H](C)[C@@H](CN(C)C(=O)Cc2ccccc2)OCCCC[C@H](C)O3)cc1,-1.1,-43,4,-1,35[16.7 µM],-11,1
CCCCNC(=O)CSc1nc2ccc(N3CCOCC3)cc2c(=O)n1Cc1ccc(OC)cc1,-1.5,19,1,x,8,-25,-16
O=C(CSC(=S)N1CCN(c2ccccc2)CC1)Nc1nc(-c2ccccc2)c(-c2ccccc2)o1,1.0,10,5,11,-1,-6,8
CCCCN(C(=O)C1CCCC1)c1c(N)n(CC(C)C)c(=O)[nH]c1=O,0.4,25,0,-5,5,3,-7
CCCCC(=O)Nc1ccc(NC(=O)c2ccc([N+](=O)[O-])cc2)cc1OC,x,12,2,2,x,3,-12
O=C(C1=C[C@H](C2CC2)C[C@H](OCCCCO)O1)N1CCN(Cc2ccc3c(c2)OCO3)CC1,1.1&2.1,0,1&-11,-6,-5,8&-2,-16&-11
CC(=O)N(C(C)=O)c1cccc(N(Cc2ccccc2)Cc2ccccc2)c1,0.5,x,9,-2,x,-34,-9
Cc1ccc2cccc(OCc3ccc(Br)cc3)c2n1,1.7,0,u,6,4,-10,1
O=[N+]([O-])c1ccc(NN=Cc2cccc3ccccc23)nc1,-1.0,11,-6,-2,3,-10,-24
Cc1cc(C(=O)CN2C(=O)c3ccccc3C2=O)c(C)n1C1CC1,x,-5,-7,x,-2,x,x
Oc1ccc(/C=N/N2CCN(C3c4ccccc4-c4ccccc43)CC2)cc1,-2.9,14,5,-1,-1,15,1
CNC(=O)C[C@H]1CC[C@H]2[C@@H](COC[C@@H](O)CN2S(=O)(=O)c2ccccc2Cl)O1,-0.7,11,0,-3,-1[16.7 µM],x,x
O=C(NCc1ccco1)c1cc(C(=O)C2CCCCC2)c[nH]1,x,x,x,-1,3,-16,x
O=C(CCS(=O)(=O)c1ccccc1)Nc1nc(-c2ccccn2)cs1,3.1,x,-4,3,x,73*,13
CCNC(=O)[C@@H]1[C@@H](CO)[C@@H]2Cn3c(ccc(-c4cccc(F)c4)c3=O)[C@@H]2N1C(=O)Cc1cccnc1,0.8,5,-3,1,5[16.7 µM],-27,12
CCC(=O)N[C@H]1CC[C@H](CC(=O)NCc2ccc(OC)cc2)O[C@H]1CO,-3.2,13,4,x,x,-7,3
CC1(C)CC(=O)C/C(=N/NC(=O)c2ccc(-c3ccccc3)cc2)C1,x,-2,1,-2,x,-3,7
CC(Sc1nn(-c2ccc(F)cc2)c(=S)s1)C(=O)c1c(N)n(C)c(=O)n(C)c1=O (configuration not stated),-3.6,-9,-6,0,x,23,21
CNC(=O)CSc1nnc(-c2ccccc2)n1C,-1.6,0,0,5,-8,3,-3
CC1(C)C2CCC(C2)C1(C)NC(=O)CNC1CCCCC1 (configuration not stated),2.1,-7,2,-2,1,-6,2
CC(C)C(=O)Nc1ccc2c(c1)C(=O)N(C)[C@@H]1CC[C@H](CC(=O)Nc3ccccc3)O[C@@H]1CO2,0.3,-4,3,-1,-1[16.7 µM],8,-5
COc1ccc(CNC(=O)CS(=O)Cc2nc(-c3ccc(C)cc3)oc2C)cc1 (configuration not stated),-2.2,-23,-4,0,2,3,4
CCc1cc2c(=O)[nH]c(Cc3ccc(OC)cc3)nc2s1,x,x,-2,1,4,-23,3
CO[C@H]1CN(C)C(=O)c2ccc(NC(C)=O)cc2OC[C@H](C)N(Cc2cccnc2)C[C@@H]1C,-1.5,5,x,x,17[16.7 µM],x,-3
CC(=O)NC(c1cccc(F)c1)c1nc(-c2cnn(C)c2)cs1 (configuration not stated),4.1,-3,-2,3,2,9,5
Cc1ccccc1NC(=O)CSc1ccc(-c2ccc(-n3cccn3)cc2)nn1,1.9,-14,-1,12,x,-12,-2
COc1ccc2c(c1)CCCN2S(=O)(=O)c1ccc(Cl)cc1,-1.6,-3,1,-24,2,36,0
Cc1ccc(C)c(OCC(=O)Nc2ccc(N3CCOCC3)cc2N2CCOCC2)c1,1.9,24,4,3,-5,24,7
COc1cccc(NC(=O)c2ccccc2NC(=O)c2ccncc2)c1,-0.5,15,7,1,12,-36,-7
CCCCC1CCC(C(=O)N(CC(C)C)c2c(N)n(CCCC)c(=O)[nH]c2=O)CC1 (configuration not stated),-2.8,-10,1,3,x,9,0
C[C@H]1CN([C@@H](C)CO)C(=O)Cc2cc(NS(C)(=O)=O)ccc2O[C@@H]1CN(C)Cc1ccncc1,0.8,20,7,x,6[16.7 µM],-7,8
O=C(C[C@@H]1C[C@H]2c3cc(NS(=O)(=O)c4ccc(F)cc4)ccc3O[C@H]2[C@H](CO)O1)NCc1cccc(F)c1,-0.1,-4,-2,9,8[16.7 µM],30,12
COCCN(C(=O)c1ccc(C#N)cc1)c1c(N)n(Cc2ccccc2)c(=O)[nH]c1=O,-2.4,-1,-5,-3,-7,-1,0
O=C(N[C@H]1C[C@@H]2O[C@H](CO)CC[C@@H]2O[C@@H]1CCc1ccc(-c2cccnc2)cc1)c1cccc(F)c1,-1.4,x,-9,x,x,-5,-5
C[C@@H]1CN([C@@H](C)CO)S(=O)(=O)c2ccc(-c3cncnc3)cc2O[C@@H]1CN(C)Cc1ccc(Oc2ccccc2)cc1,0.8,-2,x,x,-36[16.7 µM],43,29
COc1cccc2oc3ccc(C#CC4(N)CCCCC4)cc3c(=O)c12,3.5,-3,3,-2,37,-106,-44
Cc1cc(F)ccc1C(O)c1ncc(-c2cccc3ccccc23)[nH]1 (configuration not stated),-0.7,-6,15,-13,-1,2,-7
CCN1CCCC1CN(Cc1cc2ccc(C)cc2[nH]c1=O)C(=S)Nc1ccc(OC)cc1OC (configuration not stated),x,-24,x,-5,x,9,x
COc1ccc(C(=O)OCC(=O)N2C(C)CCCC2C)cc1S(=O)(=O)N1CCOCC1 (configuration not stated),11*,x,-5,-5,2,7,-15
COC(=O)CCC(=O)Nc1ccc(N=Nc2ccccc2)cc1,-1.1,5,-1,3,x,-132,-22
Cc1nnc(NC(=O)c2ccc3c(c2)OCO3)s1,-1.0,18,-2,1,1,-110,-77
O=S(=O)(c1ccc(F)cc1)N1CCCCN2[C@H](CO)[C@H](c3ccc(C#CC4CC4)cc3)[C@H]2C1,1.3,-27,-31,x,-8[16.7 µM],19,-1
Cc1cccc(Cc2nnc(CCC(=O)N(C)CCc3ccccc3)o2)c1,2.7,x,4,-4,11,-121,-88
COCc1cc(C)nc(SCC(=O)Oc2ccc(Cl)cc2)c1C#N,1.4,-31,-3,1,x,-26,-3
CCC(=O)c1ccc(-c2ccccc2)cc1,x,8,x,-1,x,-40,x
O=c1[nH]c(/C=C\c2ccccc2F)nc(O)c1[N+](=O)[O-],2.2,-1,2,1,-1,-29,1
COc1ccc(NC(=O)COc2ccccc2)cc1NC(=O)c1ccco1,-0.2,6,-1,2,0,-22,-5
CO[C@@H](CN(C)S(=O)(=O)c1ccc(C)cc1)[C@H](C)CN([C@@H](C)CO)S(=O)(=O)c1cccc(Cl)c1,11*,-25,-3,5,x,x,10
Cc1ccc(S(=O)(=O)N2C[C@H]3C(=O)C[C@@H](c4ccccc4)N(S(=O)(=O)c4ccc(C)cc4)[C@H]3C[C@H]2c2ccc(Cl)cc2)cc1,-9.4,15,9,x,-8,16,-3
CCOc1cc(/C=C2\SC(=NC)N(C)C2=O)c(Br)cc1OC(C)=O,4.9,-1,-6,2,-3,-4,-5
CC(=O)Nc1c(Br)cc2c(c1Br)Cc1cc([N+](=O)[O-])ccc1-2,2.6,x,6,-6,x,22,14
Cc1ccc(S(=O)(=O)NCc2ccccc2)cc1C(=O)NCC(C)(C)N1CCOCC1,2.6,15,0,-5,5,11,7
COCC#Cc1ccc2c(c1)O[C@H](CN(C)C(=O)CN(C)C)[C@@H](C)CN([C@H](C)CO)S2(=O)=O,4.5,-2,-5,3,-1[16.7 µM],x,-8
C[C@@H]1CN([C@@H](C)CO)C(=O)c2cccc(NC(=O)Nc3ccc4c(c3)OCO4)c2O[C@H]1CN(C)Cc1ccc(Oc2ccccc2)cc1,-1.4,-28,-5,x,11[16.7 µM],x,-21

# The list continues.
SMILES,CFTR F508del cor,GSIS activator,DENV2 CPE rescue,FN deposit inh,miR122 inh,PAX8 inh HTS,EWS-Fli block
CCOc1ccc(N(CC(=O)N/N=C/c2cc(Br)c(C)o2)S(C)(=O)=O)cc1,0.0,6,-1,13,11,4,0
COC(=O)c1ccc(NC(=O)c2ccc3nccnc3c2)cc1,1.2,6,3,-1,-23,-43,0
COc1ccc(CNC(=O)Cn2nc(C(F)(F)F)c3c2CCC3)cc1,x,x,x,-10,8,6,x
COc1cccc(-c2nc(CS(=O)(=O)CC(=O)NCCCc3ccccc3)c(C)o2)c1,2.9,6,-5,-10,-1,21,x
O=C([C@@H]1[C@@H](CO)[C@@H]2Cn3c(ccc(-c4ccncc4)c3=O)[C@H]1N2CCC(F)(F)F)N1CCCCC1,x,-11,-4,x,x,0,2
CCOC(=O)c1cnc2c(F)ccc(F)c2c1Sc1ccccc1,0.7,x,3,-4,3,-19,8
Cc1ccc(C(=O)N2CCC3(CC2)Oc2ccc(F)cc2C(=O)C32CC(c3ccccc3)=NO2)s1 (configuration not stated),2.2,-7,-7,-12,1,21,16
O=C(Oc1ccccc1)c1ccc2nccnc2c1,x,x,x,2,-5,-10,x
CSc1ncccc1C(=O)Nc1nc2ccc(F)cc2s1,2.5,-15,3,13,x,-65,-11
Cc1csc(NC(=O)c2cnc3ccccc3n2)n1,0.5,-1,-6,-1,2,-24,58*
CC1CN(Cc2csc(-c3ccc(Cl)cc3)n2)CC(C)O1 (configuration not stated),-0.4,-1,-1,2,0,-101,-75
CCN1CCN(c2ccc(NC(=O)c3cc4ccccc4cc3OC)cc2C)CC1,-7.3,4,u,1,-6,-89,-26
COc1ccc2cc(C(=O)C3CCCN(C(=O)c4cc(=O)n(C)c(=O)n4C)C3)ccc2c1 (configuration not stated),0.4,-40,-4,4,-5,19,-7
Cc1noc(C)c1NC(=O)Nc1ccc2c(c1)CC(=O)N([C@@H](C)CO)C[C@@H](C)[C@H](CN(C)S(C)(=O)=O)O2,-1.9,6,-1,x,x,-21,x
O=C(C[C@@H]1CC[C@H]2[C@@H](COC[C@@H](O)CN2Cc2ccccc2F)O1)NC1CCC1,0.9,15,1,-5,-1[16.7 µM],-14,-8
COc1ccc2oc(=O)c(C(=O)C[n+]3cccc(C)c3)cc2c1,1.4,3,2,7,-2,6,3

# An unsorted share of the library; about 3.9% have a hit in one of these screens.
